SRC2 inh: human SRC2 (NCOA2) inhibition; Q15596; HEK293 GAL4-SRC2 luciferase reporter, luminescence; inhibition, % at 9 µM; 0.17% of 370,000 active;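 active = inhibition above the mean inhibition of all tested compounds plus 3 SD, set per campaign, cut at about 52% in these data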;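 also: 0% = DMSO treated cells and 100% = cells given Gossypol at 36 µM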
TWEAK-Fn14 inh: inhibitors of TWEAK-Fn14 interaction signaling | TWEAK-stimulated Fn14 reporter cells, luciferase luminescence, 8 h | inhibition, % at 10 µM | 2% of 360,000 active; in the data active = inhibition above about 50%
NR5A2 inv ag: NR5A2 inverse agonism in reporter assay | O00482 | HEK293T StAR-luciferase reporter, LRH-1 transfected, 24 h | inhibition, % at 3.6 µM | 0.13% of 360,000 active;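 active = inhibition above the mean inhibition of all tested compounds plus 3 SD, cut at about 73% in these data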;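 also: 0% = DMSO wells and 100% = reporter-only cells lacking LRH-1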
Target sequence (O00482 whole entry, looked up): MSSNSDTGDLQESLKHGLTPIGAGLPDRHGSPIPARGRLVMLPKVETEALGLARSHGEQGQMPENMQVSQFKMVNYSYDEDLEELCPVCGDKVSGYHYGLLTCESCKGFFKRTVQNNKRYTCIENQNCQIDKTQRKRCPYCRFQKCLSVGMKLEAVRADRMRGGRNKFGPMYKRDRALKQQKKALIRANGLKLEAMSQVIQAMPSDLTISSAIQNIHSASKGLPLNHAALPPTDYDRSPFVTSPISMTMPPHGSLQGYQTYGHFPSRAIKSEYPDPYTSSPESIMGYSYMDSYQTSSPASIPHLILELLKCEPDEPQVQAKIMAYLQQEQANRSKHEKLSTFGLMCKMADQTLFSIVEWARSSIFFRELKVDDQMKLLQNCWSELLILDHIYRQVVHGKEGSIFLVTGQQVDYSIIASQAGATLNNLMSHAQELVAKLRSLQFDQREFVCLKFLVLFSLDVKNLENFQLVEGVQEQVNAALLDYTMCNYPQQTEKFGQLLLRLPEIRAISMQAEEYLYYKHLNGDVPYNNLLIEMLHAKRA
TRAIL sens C8: caspase-8 TRAIL sensitization. NB7+C8 cells + TRAIL, ATPlite viability luminescence. inhibition (viability loss, TRAIL sensitization), % at 10 µM. 1% of 360,000 active. AID 624354;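 active = compounds causing at least 50% loss of cell viability in the single-dose screen, relative to plate controls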
NCOA3 inh: inhibits human SRC3 coactivator. HEK293 GAL4-SRC3 luciferase reporter, luminescence. inhibition, % at 3.6 µM. 0.17% of 360,000 active;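 active = inhibition above a per-campaign cutoff, the mean of all compounds plus 3 SD, cut at about 60% in these data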;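 also: 0% = DMSO-treated cells and 100% = gossypol-treated cells at 36 µM; higher means less SRC3-driven luciferase light from the GAL4 reporter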
TROY signal inh: blocks TROY-dependent signaling in reporter cells | 0.98% of 360,000 active | Q293 LMP1-TROYcd NF-kB luciferase reporter, 4 h | inhibition, % at 10 µM | AID 1347056;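 active = compounds whose plate-normalised and pattern-corrected inhibition of the luciferase reporter signal at the single screening dose is 50% or more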
COUP-TFII inh: inhibitors of human COUP-TFII (NR2F2); AID 686940; inhibition, % at 8.6 µM; HEK293T NGFI-A luciferase reporter, luminescence; 0.7% of 370,000 active;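 active = inhibition above a per-plate cutoff, mean inhibition of test wells between control levels plus 3 SD, cut at about 38% in these data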;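 also: cells cotransfected with COUP-TFII expression vector driving the NGFI-A reporter; 0% = median of COUP-TF2 test wells and 100% = reporter-only cells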
LMP1 NFkB inh: Epstein-Barr LMP1 NF-kappaB reporter inhibition; LMP1-induced NF-kappaB luciferase reporter cells, luminescence; 0.69% of 350,000 active; inhibition, % at 12.5 µM; in the data active = inhibition above about 41%;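 also: 0% = neutral control wells and 100% = reference inhibitor control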
NCOA1 inh: inhibits human SRC1 coactivator. 0.12% of 360,000 active. Q15788. inhibition, % at 3.6 µM. HEK293 GAL4-SRC1 luciferase reporter, luminescence;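 active = inhibition above the campaign mean plus 3 SD, with each screening campaign given its own cutoff, cut at about 60% in these data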;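 also: 0% = DMSO treated cells and 100% = gossypol at 36 µM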
CF NFkB block: blocks PAF-induced NF-kB reporter in cystic fibrosis cells; KKLEB NF-kB-GFP reporter, GFP fluorescence overnight; 0.86% of 360,000 active; inhibition, % at 5 µM;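 active = at least 50% inhibition at 5 µM, scaled per plate between neutral and stimulator controls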;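 also: PAF is a Pseudomonas aeruginosa culture filtrate used as stimulus; plate controls were PAF-stimulated DMSO wells for no effect and unstimulated DMSO wells for full effect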
KKLEB tox: CF airway cell cytotoxicity counter-screen; AID 602141; activity change (cytotoxicity), % at 5 µM; KKLEB CF airway cells viability, ATPlite luminescence, overnight; active compounds read low; cells stimulated with P. aeruginosa culture filtrate; 0.36% of 360,000 active;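 active = corrected activity change at or below -50% at 5 µM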
* hit, by the source's call; . = not tested or not shown.

The line under a structure holds: CF NFkB block | SRC2 inh | COUP-TFII inh | NCOA1 inh | NCOA3 inh | TROY signal inh | LMP1 NFkB inh | TRAIL sens C8 | TWEAK-Fn14 inh | KKLEB tox | NR5A2 inv ag
> Cc1ccc(/C=N/NC(=O)c2cc(C)oc2C)cc1
→ 10 | -16 | -9 | -37 | -35 | -72 | . | 50* | -3 | -8 | -48
> CCCCn1c(SCC(=O)N(CC)C2CCS(=O)(=O)C2)nc2cc(S(N)(=O)=O)ccc21 (stereo unspecified)
→ 3 | -7 | 2 | 2 | 12 | -6 | 5 | -7 | 31 | -1 | 2
> Cc1ccc(S(=O)(=O)O/N=C2\CCCc3ccccc32)cc1
→ 1 | 0 | -14 | -6 | 0 | 13 | -4 | 14 | 7 | 5 | 8
> O=C(OC1CCOC1=O)c1ccc(NS(=O)(=O)c2cccs2)cc1 (stereo unspecified)
→ 23 | 18 | 5 | 5 | -2 | -16 | 0 | 23 | -8 | 0 | -2
> CCN1C(=O)/C(=C/c2cnn(CC)c2C)SC1=S
→ 8 | -11 | 5 | -6 | -1 | -26 | -9 | -14 | -19 | -5 | 13
> COc1ccc(C(C)NC(=O)c2ccc([N+](=O)[O-])cc2)cc1OC (stereo unspecified)
→ -5 | 4 | -18 | 9 | 17 | 2 | -1 | -3 | -30 | -11 | 4
> COCCOC(=O)c1c(C)oc2ccc(OCc3cc(C(=O)OC)oc3C)cc12
→ -6 | -9 | 8 | -1 | 7 | 2 | 11 | 3 | -33 | 6 | 10
> Cc1c(NC(=S)NC(NC(=O)CC(C)C)C(Cl)(Cl)Cl)c(=O)n(-c2ccccc2)n1C (stereo unspecified)
→ -16 | -1 | -7 | 11 | -4 | -5 | -1 | 0 | 20 | 15 | 17
> CC(C)[C@H](NC(=O)c1cccc(S(=O)(=O)N2CCOCC2)c1)C(=O)OCC(=O)Nc1cccc(Br)c1
→ 10 | -14 | -8 | -1 | 10 | 14 | -1 | -6 | -5 | -1 | 4
> COc1ccc2c(C)c(CCC(=O)NCCCN3CCCC3=O)c(=O)oc2c1C
→ -24 | -1 | -11 | -22 | 24 | -8 | 1 | -4 | -29 | -12 | 16
> Cc1cc(C)c2sc(N)nc2c1
→ 28 | 12 | -5 | 7 | 14 | -1 | 11 | 16 | 15 | 3 | -3
> CCCC(CC)Sc1nc2c([nH]1)c(=S)n(C)c(=O)n2C (stereo unspecified)
→ 26 | 12 | 9 | 9 | 6 | 2 | -8 | 19 | 9 | -6 | 2
> CC[C@@]12C(=O)N(c3ccccc3)C(=O)N1[C@H](c1ccc(Br)cc1)[C@@H]1C(=O)N(C(C)(C)C)C(=O)[C@@H]12
→ 9 | 5 | 9 | -6 | 6 | -4 | 6 | 2 | 21 | -2 | -8
> Cn1c(=O)c2c(nc(Oc3cccc(Br)c3)n2C)n(C)c1=O
→ 6 | 9 | 6 | 9 | -6 | 21 | 5 | 6 | 8 | -12 | -11
> CCN(CC)S(=O)(=O)c1ccc2oc(C(=O)N3CCc4ccccc4C3)c(C)c2c1
→ 5 | . | . | -3 | 17 | 22 | -7 | 4 | 30 | -2 | -2

The line under a structure holds: CF NFkB block | SRC2 inh | COUP-TFII inh | NCOA1 inh | NCOA3 inh | TROY signal inh | LMP1 NFkB inh | TRAIL sens C8 | TWEAK-Fn14 inh | KKLEB tox | NR5A2 inv ag
> Cc1cccc(/C=C2/SC(=O)N(Cc3ccccc3)C2=O)n1
→ -26 | -17 | -11 | 2 | -28 | -53 | -2 | 8 | 7 | -5 | 5
> O=C(c1cc2ccccc2oc1=O)N(Cc1ccccc1)CC1CCCO1 (stereo unspecified)
→ -5 | -23 | 6 | -47 | -47 | 13 | 2 | 26 | -10 | 7 | 2
> O=C(O)c1ccc2c(=O)n3c(nc2c1)/C(=C/c1ccc(C(F)(F)F)cc1)CC3
→ -6 | -4 | -9 | -57 | -1 | -1 | . | -13 | 7 | 8 | 6
> CC(C)(C)C1=C(C#N)C(c2ccncc2)C(C#N)=C(N)O1 (stereo unspecified)
→ -2 | -16 | 6 | -4 | -10 | -4 | 3 | -6 | -5 | -14 | 19
> CCOC(=O)c1sc(NC(=O)c2cc(-c3ccccc3)nc3ccccc23)c(C#N)c1C
→ 38 | -8 | -5 | -15 | -5 | 63* | 25 | 42 | 62* | -28 | -5
> CNCC[C@@H](Oc1ccccc1C)c1ccccc1
→ 16 | -23 | -64 | -19 | 13 | 11 | 0 | 6 | -11 | -7 | -10
> Cc1cnc(SCc2ccc(Cl)cc2Cl)[nH]c1=O
→ -15 | 16 | -8 | -34 | -7 | -44 | -2 | 19 | -27 | 3 | 21

An excerpt from above in order of the NR5A2 inv ag value, high to low.
| compound | CF NFkB block | SRC2 inh | COUP-TFII inh | NCOA1 inh | NCOA3 inh | LMP1 NFkB inh | TWEAK-Fn14 inh | NR5A2 inv ag |
| --- | --- | --- | --- | --- | --- | --- | --- | --- |
| Cc1ccc(S(=O)(=O)O/N=C2\CCCc3ccccc32)cc1 | 1 | 0 | -14 | -6 | 0 | -4 | 7 | 8 |
| COc1ccc(C(C)NC(=O)c2ccc([N+](=O)[O-])cc2)cc1OC (stereo unspecified) | -5 | 4 | -18 | 9 | 17 | -1 | -30 | 4 |
| Cn1c(=O)c2c(nc(Oc3cccc(Br)c3)n2C)n(C)c1=O | 6 | 9 | 6 | 9 | -6 | 5 | 8 | -11 |

Seven neighbouring records from above:
The line under a structure holds: CF NFkB block | SRC2 inh | COUP-TFII inh | NCOA1 inh | NCOA3 inh | TROY signal inh | LMP1 NFkB inh | TRAIL sens C8 | TWEAK-Fn14 inh | KKLEB tox | NR5A2 inv ag
> CC[C@@]12C(=O)N(c3ccccc3)C(=O)N1[C@H](c1ccc(Br)cc1)[C@@H]1C(=O)N(C(C)(C)C)C(=O)[C@@H]12
→ 9 | 5 | 9 | -6 | 6 | -4 | 6 | 2 | 21 | -2 | -8
> Cn1c(=O)c2c(nc(Oc3cccc(Br)c3)n2C)n(C)c1=O
→ 6 | 9 | 6 | 9 | -6 | 21 | 5 | 6 | 8 | -12 | -11
> CCN(CC)S(=O)(=O)c1ccc2oc(C(=O)N3CCc4ccccc4C3)c(C)c2c1
→ 5 | . | . | -3 | 17 | 22 | -7 | 4 | 30 | -2 | -2
> Cc1cccc(/C=C2/SC(=O)N(Cc3ccccc3)C2=O)n1
→ -26 | -17 | -11 | 2 | -28 | -53 | -2 | 8 | 7 | -5 | 5
> O=C(c1cc2ccccc2oc1=O)N(Cc1ccccc1)CC1CCCO1 (stereo unspecified)
→ -5 | -23 | 6 | -47 | -47 | 13 | 2 | 26 | -10 | 7 | 2
> O=C(O)c1ccc2c(=O)n3c(nc2c1)/C(=C/c1ccc(C(F)(F)F)cc1)CC3
→ -6 | -4 | -9 | -57 | -1 | -1 | . | -13 | 7 | 8 | 6
> CC(C)(C)C1=C(C#N)C(c2ccncc2)C(C#N)=C(N)O1 (stereo unspecified)
→ -2 | -16 | 6 | -4 | -10 | -4 | 3 | -6 | -5 | -14 | 19

Assay outcomes (PubChem)
